TbPYK inhibitor = qHTS of Trypanosoma Brucei Inhibitors. Potency, µM (doses to about 76.8 µM), for the others: at the top dose activity, negative = inhibition, actives largely listed as inhibitors. TbPYK enzyme, Kinase-Glo Plus ATP luminescence, 45 min. 0.12% of 410,000 active; active means well fitted inhibition curve with a large enough effect; inconclusive means small, poorly fitted or top-dose-only effect; further: nearly all actives have a fitted effect of over 50% in size
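Readout: single end-point luminescence (Kinase-Glo Plus, 10 min). Reaction conditions were TbPYK/substrate plus 130 uM ADP, 45 min at RT, pH 7.2 TEA buffer. No-enzyme wells served as controls, and data were normalized before concentration-response fitting.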
Starred values were filed as active, the others as inactive; ? = inconclusive; [ ] = dose if it differs, or a comment. On the % scale 0 is the no-effect control and ±100 the full control effect; potency means the concentration at half of the fitted maximal effect.

SMILES	TbPYK inhibitor
CC1(C(=O)NCCC(F)(F)F)Cc2c(-c3ccccc3)ccnc2O1 (stereo unspecified)	-2%
CN(C)CCN(Cc1ccccc1)S(=O)(=O)c1ccc(-c2cc(C(F)(F)F)on2)s1	4%
Cc1cc(C)cc(NC(=O)C2CCN(c3nnc(-n4c(C)ccc4C)s3)CC2)c1	-3%
Cc1ccc(Nc2c(-c3cccs3)nc3nc(C)cc(C)n23)cc1	6%
COc1ccc2cc3cc(C(=O)N4CCN(c5ccccc5F)CC4)oc3nc2c1	-7%
O=C(CSC1=Nc2ccccc2C2=NC(CCC(=O)NC3CCCCC3)C(=O)N12)Nc1cccc(C(F)(F)F)c1 (stereo unspecified)	-7%
Cc1c(C(=O)NNC(=O)c2ccccc2O)oc2ccccc12	-8%
Cc1cc(C)c(OCC(=O)N(Cc2cccc(F)c2)Cc2ccco2)c(C)c1	1%
Cc1ccc(C)c(N2N=C(C(=O)OCc3nnc(-c4ccccc4Br)o3)CCC2=O)c1	4%
CCOCCCNC(=O)c1ccc(-c2nc(CS(=O)(=O)c3ccccc3)c(C)o2)cc1	-6%
CCc1nc2ccc(C(=O)N(CC)CCN(C)C)cn2c1N(C)C(=O)c1cccc(OC)c1	-4%
Cc1ccc(NC(=O)/C(C#N)=C\c2ccc(Cl)cc2Cl)cc1C	-8%
COC(=O)c1ccccc1NC(=O)CSc1nc2ccsc2c(=O)n1Cc1ccc(C(=O)O)cc1	1%
COc1cc(OC)c(NC(=O)COc2ccccc2-c2nnc(-c3ccccc3)o2)cc1Cl	8%
O=C(c1csnn1)N1CCC2(CCCN(Cc3ccccc3)C2)CC1	3%
Cc1ccc(Cl)cc1N1CCN(C(=O)CN2C(=O)COc3ccc(S(=O)(=O)N4CCCCCC4)cc32)CC1	0%
C[C@@H]1CCCCO[C@H](CN(C)C(=O)c2ccccc2)[C@@H](C)CN([C@H](C)CO)C(=O)c2cc(NC(=O)c3ccncc3)ccc2O1	-1%
CN1OC[C@@H]2CN(S(=O)(=O)c3cc(Cl)cc(Cl)c3)[C@H](c3ccc(-c4ccc(C#N)cc4)cc3)C[C@@H]21	3%
COc1ccc(NC(=O)Cn2c(=O)nc(-c3ccccc3)c3ccccc32)cc1OC	-4%
O=[N+]([O-])c1cccc(CON=Cc2cc(Cl)ccc2O)c1	-1%
O=C(c1ccccc1Cl)N1CCCC(c2nc3c(nnn3Cc3ccc(F)cc3F)c(=O)[nH]2)C1 (stereo unspecified)	-6%
Cc1ccc(OCCSc2nc(-c3ccccc3C)nc3cc(=O)[nH]n23)cc1Cl	-12%
O=C1c2oc3ccccc3c(=O)c2C(c2cccc(Br)c2)N1c1ccccn1 (stereo unspecified)	-3%
CCOc1ccc(NC(=O)c2noc3c2CSc2ccccc2-3)cc1	-3%
COc1ccccc1CNC(=O)c1ccc(-c2nc(CN3CCc4ccccc43)c(C)o2)cc1	-6%

Exported as labelled records: part of the list above.
> Cc1ccc(OCCSc2nc(-c3ccccc3C)nc3cc(=O)[nH]n23)cc1Cl
  TbPYK inhibitor: -12%

> O=C1c2oc3ccccc3c(=O)c2C(c2cccc(Br)c2)N1c1ccccn1 (stereo unspecified)
  TbPYK inhibitor: -3%

> CCOc1ccc(NC(=O)c2noc3c2CSc2ccccc2-3)cc1
  TbPYK inhibitor: -3%

> COc1ccccc1CNC(=O)c1ccc(-c2nc(CN3CCc4ccccc43)c(C)o2)cc1
  TbPYK inhibitor: -6%

Later entries.
SMILES	TbPYK inhibitor
CC(=O)c1ccc(NC(=O)c2ccc3c(c2)N(Cc2cccc(Cl)c2)C(=O)c2ccccc2S3=O)cc1 (stereo unspecified)	4%
Cc1ccc(-c2nc3ccc(Cl)cn3c2CC2CCCCC2)cc1	3%
COc1ccc2oc(=O)c(C(=O)NCCc3c(C)[nH]c4ccc(Br)cc34)cc2c1	-9%
CN1CCN(c2ccc(CNC(=O)c3ccc(-c4cnn(C)c4)c4ccoc34)cc2)CC1	-8%
COc1ccc(Cl)cc1NC(=O)C(C)n1nnc2sc3c(c2c1=O)CCCC3 (stereo unspecified)	-6%
Cc1ccccc1C(=O)Nc1cccc(OCc2cc(=O)n3c(C)csc3n2)c1	-3%
CCSc1ccc(C(=O)Nc2ccc(-c3nc4ccc(C)cc4s3)cc2)cc1	3%
COc1ccc(CNS(=O)(=O)c2cc(C(=O)Nc3cc(Cl)cc(Cl)c3)ccc2F)cc1	1%
COc1ccc(-c2cn3c(n2)sc2cc(C(=O)Nc4ccccc4F)ccc23)cc1	-7%
CC(O)c1cc2c(s1)c1cnn(Cc3ccccc3F)c(=O)c1n2C (stereo unspecified)	-3%
O=C(CCn1c(=O)c2sccc2n(CC(=O)Nc2ccccc2)c1=O)NCc1ccccc1Cl	-10%
O=C(COc1ccc([N+](=O)[O-])cc1)NCC1(N2CCOCC2)CCCCC1	-3%
CCOc1ccc(NC(=O)c2oc3ccccc3c2NC(=O)c2ccc(OC)cc2OC)cc1	-1%
CC(C)CCNC(=O)Nc1cc(C(=O)NCc2cccc(F)c2)ccc1N1CCCC1	1%
COc1ccc(-n2c(/C=C/c3cc(OC)c(OC)cc3OC)nc3cc4ccccc4cc3c2=O)cc1Cl	-5%
O=C(CCC(=O)OCC(=O)c1ccc(Cl)cc1)Nc1ccc(Oc2ccccc2)cc1	1%
COc1cccc(C(NC(C)=O)c2nc(-c3cccc4cccnc34)cs2)c1 (stereo unspecified)	4%
CC1=C(c2ccc(C)cc2)S(=O)(=O)NC1=NCCCN1CCN(c2ccc(F)cc2)CC1	0%
O=C(Nc1ccccc1)c1cc(C2CCCN(C(=O)OCc3ccccc3)C2)on1 (stereo unspecified)	-4%
Cc1sc2ccccc2c1CNC[C@H]1O[C@@H](n2ccc(=O)[nH]c2=O)[C@H](O)[C@@H]1O	-1%
CCc1nnc2c3ccccc3nc(Nc3cc(C)cc(C)c3)n12	-3%
COc1cccc(-c2cc3c(c4c2ccn4C)C2CCC3C2)c1 (stereo unspecified)	-3%
O=C(NCCc1ccc(F)cc1)C(=O)NCC(c1cccs1)S(=O)(=O)c1ccccc1 (stereo unspecified)	1%[15.4 µM]
CCOc1cccc(C(=O)N(Cc2ccc(CC)cc2)C2CCS(=O)(=O)C2)c1 (stereo unspecified)	-5%
CC(=O)N1c2ccc(S(=O)(=O)NCC3CCC(C(=O)Nc4ccccc4C)CC3)cc2CC1C (stereo unspecified)	0%

Some values from the results shown.
TbPYK inhibitor result of CCc1nnc2c3ccccc3nc(Nc3cc(C)cc(C)c3)n12 → -3%
TbPYK inhibitor result of Cc1sc2ccccc2c1CNC[C@H]1O[C@@H](n2ccc(=O)[nH]c2=O)[C@H](O)[C@@H]1O → -1%

Remaining list, next part:
SMILES	TbPYK inhibitor
CCN(CC)C(=O)C1CCN(C(=O)c2cnn(-c3ccccc3)c2-n2cccc2)CC1	-4%
C[C@H](CO)N1C[C@H](C)[C@@H](CN(C)C(=O)c2ccc3ccn(C)c3c2)OCc2cn(nn2)CCCC1=O	5%
CCCC(=O)C1=C(c2cccc(OC)c2)N(C(=O)CCC)n2c(C)nnc2S1	-9%
O=C(NC(c1ccccc1)c1ccsc1)C1CCN(CCOc2ccc(Cl)cc2Cl)CC1 (stereo unspecified)	5%
Clc1cccc(Cc2c(-c3cccc(Br)c3)nc3ccc(Cl)cn23)c1	-9%
Cc1oc2cc3oc(=O)c(CC(=O)N4CCCCC4)c(C)c3cc2c1C	-3%
Cc1cccc(-n2c3nc(=O)[nH]c(=O)c-3cc3ccc(Cl)cc32)c1C	-2%
Cc1ccccc1CS(=O)(=O)Cc1ccc(C(=O)NCc2ccc(F)cc2)o1	-3%
O=c1ccc2nc3ccccc3sc-2c1	?
COC(=O)[C@H]1C[C@H](OC(=O)NCc2ccccc2F)[C@@]2(O)CN(S(=O)(=O)c3ccc(C)cc3)CC2[C@H]1C(=O)OC (stereo partly specified)	2%
Cc1cc(Br)cc2c1N(Cc1ccccc1OC(C)C)C(=O)C2=O	3%
O=C(c1cccc(Cl)c1)N(Cc1ccco1)Cc1ccccc1Cl	-10%
COc1ccccc1C(=O)Nc1ccc(-c2nc3cc(C)cc(C)c3o2)cc1	-9%
COC(=O)c1ccc(C(=O)OC)c(NC(=O)c2cnn3c(C(F)F)cc(-c4ccc(C)cc4)nc23)c1	-2%
CCCCN1C(=O)C(CC(=O)NCc2cccs2)CC(C(=O)N(C(C)C)C(C)C)=C1C (stereo unspecified)	9%
CCOC(=O)c1cccc(NC(=O)CSc2ncc3c(n2)-c2ccccc2N(C)S3(=O)=O)c1	4%
CCOc1ccccc1N(C)C(=O)c1cc(S(=O)(=O)NCc2ccc(C)cc2)ccc1F	3%
CCc1ccc(NC(=O)Cn2ccn(-c3ccc(C)c(C)c3)c(=O)c2=O)cc1	3%
COc1ccccc1NC(=O)Cn1c(=O)n(-c2cccc(C(C)=O)c2)c(=O)c2c3c(sc21)CN(C(C)=O)CC3	2%
CC1=C(C(=O)N2CCCCCC2)CC(CC(=O)NC2CCCC2)C(=O)N1CCC1=CCCCC1 (stereo unspecified)	-1%
CC1(C(=O)NS(=O)(=O)c2ccc(F)cc2F)CCN1C(=O)Cc1ccc(Cl)cc1Cl (stereo unspecified)	-2%
COc1ccc(-c2cc(C(F)(F)F)c(C#N)c(SCC(=O)Nc3ccc(F)cc3)n2)cc1	-3%
CCC1CCC(C(=O)NC(C(=O)Nc2cccc(OC)c2)C(C)C)CC1 (stereo unspecified)	-1%
COc1ccccc1CN1CCCC2(CCN(C(=O)c3ccncc3)CC2)C1	-8%
O=C(CSc1n[nH]c(-c2ccccc2)n1)N1CCCCC1	-5%

Continuation.
SMILES	TbPYK inhibitor
CC(C)C[C@@H]1CC2=C(C(=O)OC(C)(C)O2)[C@H](c2ccc(Cl)cc2)O1	4%
COc1cccc(NC(=O)Nc2ccc(F)cc2)c1	-4%
CC(=O)N1CCC2(CC1)CCN(c1ccccn1)CC2	0%
O=C(NCc1cccc(Br)c1)c1cnn(-c2ccc(F)cc2)c1-n1cccc1	-7%
CC(C)NC(=O)C1(C)CCCN1C(=O)c1ccccc1Br (stereo unspecified)	-4%
Cc1ccc2nc(-c3ccc(F)cc3)c(Cc3ccccn3)n2c1	-16%
COc1ccc(CNC(=O)C(=O)NCC(c2cccnc2)N2CCN(c3ccccc3F)CC2)cc1 (stereo unspecified)	-7%
CC(NC(=O)c1ccc2c(c1)N(Cc1ccc(Cl)cc1)C(=O)c1ccccc1S2(=O)=O)c1ccccc1 (stereo unspecified)	-4%
Cc1ccccc1CC1(CO)CCCN(C(=O)c2ccoc2)C1 (stereo unspecified)	-6%
Cc1ccccc1OCc1nnc(SCc2cc(=O)c3ccccc3[nH]2)n1C	-6%
Fc1ccc(-n2ncc3c(N4CCCCCC4)ncnc32)cc1	-11%
CCC(C(=O)N1CCN(c2ccc(OC)cc2)CC1)n1nc(C)n2c(cc3occc32)c1=O (stereo unspecified)	-8%
COc1ccc(Cn2c(C(=O)O)c(CNCc3ccc(C)o3)c3ccc(C)cc32)cc1	-1%
CN(CCCNC(=O)c1cc2c(=O)n(C)c3ccccc3c2s1)Cc1ccccc1	-8%
CC1(Cc2ccc(C(F)(F)F)o2)C(=O)Nc2cc(-c3ccc(F)cc3F)ccc21 (stereo unspecified)	-10%
O=C(NCCCN1CCN(c2ccccc2)CC1)c1cc2c(s1)-c1ccccc1OC2	3%
COCCNC(=O)C1(C)CCN(C(=O)c2ccc(SC(F)(F)F)cc2)C1 (stereo unspecified)	5%
Cc1c(Cl)cccc1Nc1nn2c(=O)c3ccc(C(=O)NCCC4=CCCCC4)cc3nc2s1	0%
Cc1ccc(CCNC(=O)c2cc3c(s2)-c2c(C)cccc2OC3)cc1	1%
CCN(CC(=O)Nc1c(F)cccc1F)C(=O)C1CCCO1 (stereo unspecified)	2%
Cc1cccc(-c2noc(-c3ccc(NC4CCCC4)c([N+](=O)[O-])c3)n2)c1	-5%
CCN(Cc1cnn(C)c1)C(=O)c1ccc2nc(Cc3ccccc3F)oc2c1	6%
COc1ccc(CNC(=O)c2cnc(N3CCOCC3)c3ccccc23)cc1	-1%
O=C(Nc1ccccc1C(=O)OCc1cc(=O)n2c3c(sc2n1)CCCC3)c1ccc(Cl)cc1	2%
CCOC(=O)c1c(C)[nH]c(CCC(=O)Nc2ccc(OC)c(OC)c2)c1C	0%

Already shown: an excerpt of the list.
SMILES	TbPYK inhibitor
Cc1ccc(CCNC(=O)c2cc3c(s2)-c2c(C)cccc2OC3)cc1	1%
CCN(CC(=O)Nc1c(F)cccc1F)C(=O)C1CCCO1 (stereo unspecified)	2%
Cc1cccc(-c2noc(-c3ccc(NC4CCCC4)c([N+](=O)[O-])c3)n2)c1	-5%
CCN(Cc1cnn(C)c1)C(=O)c1ccc2nc(Cc3ccccc3F)oc2c1	6%
COc1ccc(CNC(=O)c2cnc(N3CCOCC3)c3ccccc23)cc1	-1%
O=C(Nc1ccccc1C(=O)OCc1cc(=O)n2c3c(sc2n1)CCCC3)c1ccc(Cl)cc1	2%
CCOC(=O)c1c(C)[nH]c(CCC(=O)Nc2ccc(OC)c(OC)c2)c1C	0%

Carrying on:
SMILES	TbPYK inhibitor
COc1ccc(-c2[nH]ncc2C(=O)NCc2cccc(OC)c2)cc1	0%
CCN(CC)C(=O)Cn1c(=O)n(CCc2ccccc2)c(=O)c2ccccc21	1%
CCC(CC)C(=O)N(C)c1c(C)nc2c(OCc3ccc(F)c(F)c3)cccn12	-2%
COc1ccc(NC(=O)c2ccc(-c3nc(CSc4ccc(C)cc4)c(C)o3)cc2)cc1Cl	1%
Nc1ccn([C@@H]2O[C@H](C(=O)N3CCN(c4ccc(Cl)cn4)CC3)[C@@H](O)[C@H]2O)c(=O)n1	-7%
CCc1ccc(NC(=O)CN2C(=O)C3(SCC(=O)N3c3ccc(F)c(F)c3)c3ccccc32)cc1 (stereo unspecified)	-14%

2 compounds drawn at random from the list so far:
SMILES	TbPYK inhibitor
CCN(CC)C(=O)Cn1c(=O)n(CCc2ccccc2)c(=O)c2ccccc21	1%
COc1ccc(-c2[nH]ncc2C(=O)NCc2cccc(OC)c2)cc1	0%

Compound activity from PubChem BioAssay.

These rows are one share of the data; count on the stated rates, not on these rows.
